# CASP6 VEID inh – human caspase-6 inhibitors, primary screen, biochemical, VEID-R110 fluorescence, single point, set 2 | P55212 | purified caspase-6, Z-VEID-R110 cleavage fluorescence | inhibition, % at 12.5 µM | 350,000 compounds, 0.53% hits | AID 686996, 2013;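 active means mean inhibition across replicates at least about 35%, with every replicate also reaching that limit, limit read from the data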;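 further: 0% = median of neutral control wells and 100% = no fluorescence left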
# Target sequence (P55212 24-179 limits assumed): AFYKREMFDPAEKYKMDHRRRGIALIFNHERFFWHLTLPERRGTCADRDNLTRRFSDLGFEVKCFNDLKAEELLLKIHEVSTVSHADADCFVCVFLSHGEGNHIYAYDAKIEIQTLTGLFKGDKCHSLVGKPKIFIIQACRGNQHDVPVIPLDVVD
# Target sequence (P55212 194-293 limits assumed): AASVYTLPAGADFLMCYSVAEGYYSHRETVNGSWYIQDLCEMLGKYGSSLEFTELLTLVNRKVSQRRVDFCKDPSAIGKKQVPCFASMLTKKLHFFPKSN
# PAX8 reporter – inhibitors of PAX8-driven TPO luciferase reporter, primary screen, RMG-I cells, single concentration; AID 652154, 2013; SteadyGlo, 24 h; 360,000 compounds, 1.2% hits; inhibition, % at 12.6 µM;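 active means mean replicate inhibition at least 60% with every replicate also reaching 60%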;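 further: luciferase light reporting Pax8 driven TPO promoter activity; plate controls were median of neutral control wells for no effect and mitoxantrone controls for full effect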
# EWS-Fli block – EWS/Fli-driven NR0B1 reporter inhibitors, primary screen, A673 cells, NR0B1 luciferase, luminescence, MLPCN library | viability-normalised | inhibition, % at 12.6 µM | 350,000 compounds, 0.67% hits;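 active means mean inhibition of at least 50% after viability correction, with every replicate also passing that limit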;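 further: firefly luciferase signal divided by Alamar Blue viability fluorescence both relative to DMSO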
# LGR2 inh – inhibitors of bursicon-induced LGR2 CRE-luciferase signal, primary screen, cell-based, HEK293, CRE-luciferase reporter, bursicon stimulation; bursicon-stimulated, 4 h; inhibition, % at 9.99 µM; 380,000 compounds, 0.35% hits; AID 720647, 2013;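 active means drop in luminescence signal, shown as inhibition above about 50% in the replicate tests, limit read from the data, passing the limit was not always enough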;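 further: agonist challenge used bursicon conditioned medium at about half maximal strength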
# Cneo AK release – Cryptococcus neoformans cell lysis inducers, primary screen, AK release luminescence, single concentration; 360,000 compounds, 0.2% hits; lysis activity, % at 15 µM; C. neoformans lysis, adenylate kinase release luminescence, 4 h; normalised: neutral wells 0, clomiphene wells 100;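 active means mean lysis activity across replicates of at least 80%, whatever share of replicates individually reach that level; inactive means mean lysis activity below 80%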
#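 Material – Cryptococcus neoformans yeast cells · Quantity – 5 × 10^6 yeast cells/mL · Buffer or medium – YPD medium · Compound – single dose · Timing – 4 h static compound exposure, 37 °C, read 1 h post-reagent · Signal – adenylate kinase release luminescence · Read-out basis – lysis from increased AK signal · Benchmarks – Clomiphene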
# PGC1a acetyl inh – inhibitors of PGC1a acetylation signal, primary screen, cell-based, U2OS, AlphaScreen, inhibitor mode. AlphaScreen anti-acetyl-lysine; with virally co-expressed GCN5 acetyltransferase. 350,000 compounds, 0.17% hits. inhibition, % at 15.6 µM;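 active means every replicate shows inhibition of at least 40%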;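 further: 0% = neutral control wells and 100% = positive control wells; some results beyond the cut were filed as inactive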
# miR122 inh – miR-122 Renilla sensor signal increase in Huh7, primary screen, miR-122 inhibitor project, cell-based, single point, plate reader; activation (reporter increase), % at 12.5 µM; Huh7 miR-122 Renilla luciferase sensor, 48 h; neutral wells = 0, positive control = 100; 340,000 compounds, 0.3% hits; AID 602342, 2012;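 active means mean replicate activation score at least 90 and every replicate individually at or above 90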;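 further: higher luciferase means less miR-122 activity so hits act as miR-122 inhibitors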
# FN deposition inh – inhibitors of fibronectin matrix deposition, primary screen, AH1F cells, Alexa488-fibronectin fluorescence, plate reader | AH1F fibroblasts, overnight | inhibition, % at 12.6 µM | 350,000 compounds, 0.086% hits | AID 743247, 2014;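 active means mean inhibition across replicates of 30% or more, regardless of how many single replicates reach that level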;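 further: positive control wells lacked labelled fibronectin entirely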
#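 Material – AH1F fibroblast monolayer, labelled fibronectin deposition · Reagent – labelled fibronectin 24 nM · Timing – 1 h adhesion, overnight exposure · Measured by – fluorescence at 485 nm excitation, 525 nm emission · Read-out – inhibition of fibronectin deposition signal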
# * = called active by the depositor; . = not tested or not shown; & = joins results of further samples; [ ] = dose if it differs, or a comment.
mol	CASP6 VEID inh	PAX8 reporter	EWS-Fli block	LGR2 inh	Cneo AK release	PGC1a acetyl inh	miR122 inh	FN deposition inh
CN1CCN(c2ccc(S(=O)(=O)N3CCCCC3)cc2NC(=O)CSC(C)(C)C)CC1	-8	-13	15	-15	4	7	-5	-2
O=C(C1CCC1)N1CC(=O)N2[C@H](C1)[C@@H](c1ccc(C#Cc3cccc(F)c3)cc1)[C@@H]2CO	1	10	3	6	.	-11	.	-2
Nc1c(Cl)c(Cl)nc(C(=O)OCC(=O)NC2CCCCC2)c1Cl	2	7	.	9	1	1	3	.
CCC(C)C(NC(=O)C1CCC(=O)N1C(=O)OCc1ccccc1)C(=O)NC(Cc1ccccc1)C(N)=O (centres undefined)	-1	0	-4	-5	1	-8	3	2
CC(=O)c1ccc(-n2ccnc2)cc1	1	-8	-1	2	.	5	.	3
O=C(COC(=O)c1cc[n+]([O-])cc1)Nc1ccc([N+](=O)[O-])cc1	2	-15	-11	-26	.	1	.	-12
COc1ccc(NC(=O)Nc2ccc3c(c2)C(=O)N([C@@H](C)CO)C[C@@H](C)[C@@H](CN(C)C(=O)Nc2cccc4ccccc24)O3)cc1	-2	21	-2	19	-2	-6	-2[16.7 µM]	9
COc1ccc(NC(=O)C(c2ccc(OC)cc2)N(C)C(=O)c2cnccn2)cc1 (centres undefined)	.	0	.	.	0	-7	17	7
C[C@@H]1CN([C@@H](C)CO)C(=O)c2cccc(NC(=O)CCCCCC(=O)Nc3ccccc3N)c2O[C@@H]1CN(C)C(=O)NC1CCCCC1	1	15	15	1	.	0	.	-14
CCN(CC(=O)NCc1cccs1)C(=O)COc1ccc(C(N)=O)cc1	-2	-7	8	2	0	6	-6	.
CN(Cc1ccccc1)C(=O)C(C(=O)c1ccc(F)cc1)n1cc(Cl)ccc1=O (centres undefined)	1	-90	-56	-6	.	6	.	1
C[C@H]1CN([C@@H](C)CO)C(=O)c2cc(NC(=O)Cc3ccccc3)ccc2O[C@@H]1CN(C)Cc1ccc(Cl)c(Cl)c1	1	.	10	-10	0	7	0[16.7 µM]	.
COC(=O)[C@]1(Cc2ccccc2)N[C@H](CN(C)C(=O)c2ccc(C)cc2)[C@@H]2C(=O)N(Cc3ccccc3)C(=O)[C@@H]21	1	11	-1	4	-1	.	.	3
O=C(Nc1ccc(F)cc1)C(c1ccccc1)N1CCN(S(=O)(=O)c2c(F)cccc2F)CC1 (centres undefined)	.	-4	.	0	-1	.	-1	-1
CCOc1ccc(NC(=O)CN2C(=O)CSc3ccc(S(=O)(=O)N4CCOCC4)cc32)cc1	4	0	.	18	0	0	6	-1
Cc1ccc(C(=O)N/C(=C\C=C\c2ccccc2)C(=O)NCc2ccco2)cc1	12	10	3	-1	.	9	35	-7
C=CCN(c1ccc(C(=O)Nc2cc(C)cc(C)c2)cc1)S(C)(=O)=O	-2	-6	-3	3	.	.	.	-4
C[C@@H]1CN([C@@H](C)CO)S(=O)(=O)c2ccc(C#Cc3cccnc3)cc2O[C@@H]1CN(C)C(=O)Nc1ccc2c(c1)OCO2	4	10	8	0	0	4	-4[16.7 µM]	.
CO[C@@H]1CC[C@@H]2CCN(C)C(=O)CC3(CCCCC3)CN(C)C(=O)c3cccc(C#N)c3OC[C@@H]1O2	1	2	12	-8	2	.	.	-7
CC(C)NC(=O)N1CC2(C1)[C@H](c1ccccc1)[C@@H](CO)N2C(=O)C1CCCCC1	1	.	-5	13	.	-1	.	.
O=c1c2c3c(sc2nc2n1CCC2)CCCCC3	6	4	4	-20	.	.	.	10
CN[C@H]1C[C@H]2c3[nH]c4c(-c5ccc6c(c5)OCO6)cccc4c3CCN2C(=O)[C@H]1[C@H](C)O	-1	22	29	6	.	.	.	16
Cc1ccc(S(=O)(=O)/N=C(/c2ccccc2)N(C)c2ccc(O)cc2)cc1	-3	8	7	-8	.	.	.	-2
COCCNC(=O)C1(C)CCCN(Cc2cccc(F)c2)C1 (centres undefined)	-2	.	4	3	1	1	1	6
Cc1ccc(NC(=O)c2cc(-c3ccco3)nc3ccccc23)cc1S(=O)(=O)N1CCOCC1	3	-4	1	.	-1	-8	-1	-4
C[C@@H]1CN([C@@H](C)CO)C(=O)c2cc(-c3cccnc3)cnc2O[C@H]1CN(C)C	-3	.	-9	13	42	1	-3[16.7 µM]	14
CC(=O)N1N=C(c2ccc(Cl)cc2)OC12CCCC2	-1	-3	14	-7	.	3	.	-5
CO[C@@H]1CN(C)C(=O)c2cc(NC(=O)Nc3cc(F)ccc3F)ccc2OC[C@H](C)N(C(=O)c2ccccn2)C[C@H]1C	.	12	4	-18	-9	-12	.	15
Cc1ccc(N=C2S/C(=C/c3cccc(OCC(=O)O)c3)C(=O)N2C)cc1C	0	22	16	-8	0	-1	15	.
CNc1c(NC(=O)c2ccc3c(c2)OCO3)c(=O)oc2ccccc12	-2	6	-6	-3	-1	6	-5	6

# A different layout for 3 compounds above:
# Every second line gives: CASP6 VEID inh, PAX8 reporter, EWS-Fli block, LGR2 inh, Cneo AK release, PGC1a acetyl inh, miR122 inh, FN deposition inh
- CC(=O)c1ccc(-n2ccnc2)cc1
  1, -8, -1, 2, ., 5, ., 3
- Cc1ccc(C(=O)N/C(=C\C=C\c2ccccc2)C(=O)NCc2ccco2)cc1
  12, 10, 3, -1, ., 9, 35, -7
- COc1ccc(NC(=O)Nc2ccc3c(c2)C(=O)N([C@@H](C)CO)C[C@@H](C)[C@@H](CN(C)C(=O)Nc2cccc4ccccc24)O3)cc1
  -2, 21, -2, 19, -2, -6, -2[16.7 µM], 9

# Next part
mol	CASP6 VEID inh	PAX8 reporter	EWS-Fli block	LGR2 inh	Cneo AK release	PGC1a acetyl inh	miR122 inh	FN deposition inh
Cc1cccc(N(Cc2cc(=O)[nH]c3ccccc23)C(=O)C(C)C)c1	0	-3	14	15	5	-1	7	1
COc1ccccc1OCC(=O)O	.	1	.	.	-1&9	39	0&-2	8&1
Cc1cc(NC(=O)COC(=O)c2cc(S(=O)(=O)N(C)C)ccc2Cl)no1	9	-1	-7	7	1	1	-8	5
C[C@@H]1CN([C@@H](C)CO)C(=O)c2cc(NC(=O)c3ccncc3)ccc2O[C@@H](C)CCCCO[C@H]1CN(C)Cc1ccc(C(=O)O)cc1	-1	3	-9	12	-1	15	10[16.7 µM]	.
Cn1cnc([N+](=O)[O-])c1Sc1nc(N)nc2c1ncn2C1CC(O)C(CO)O1 (centres undefined)	1	74*	33	-16	.	5	-2	0
CN(C)CCCNC(=O)[C@H]1[C@H](CO)[C@H]2Cn3c(ccc(-c4ccccc4)c3=O)[C@H]2N1C	-42	-12	-15	3	-1	.	-2[16.7 µM]	.
Cc1cc([N+](=O)[O-])ccc1NC(=O)CCC(=O)N1CCCCCC1	3	4	.	-5	0	-16	-2	10
CCCCc1cc(=O)oc2cc(C)cc(OCc3nn[nH]n3)c12	.	.	.	-5	-2	-3	-8	.
Cc1cc(Br)ccc1NC(=O)CNC(=O)CN(C)Cc1nc2ccccc2c(=O)[nH]1	.	.	.	.	-5	-2	0	5
O=C(CN1CCN(S(=O)(=O)N2CCCCC2)CC1)Nc1cc(Cl)ccc1Cl	-3	-1	14	0	7	.	.	-3
Cc1ccc(C)c(S(=O)(=O)N2CCN(c3ncnc4sccc34)CC2)c1	17	74*	51*	6	4	-9	-4	1
O=C(c1ccc(NC2=NC3CS(=O)(=O)CC3S2)cc1)N1CCN(c2ccccc2)CC1 (centres undefined)	1	-6	-10	13	2	.	.	-2
CCCn1c(=O)c(-c2nc3ccccc3[nH]2)c(O)c2ccccc21	0	10	20	0	.	.	.	-13
O=C(COC(=O)COc1ccc(Cl)cc1)NC1CCS(=O)(=O)C1 (centres undefined)	1	-2	-4	-10	-3	2	-8	-9
Cc1nc(N=Nc2ccc(O)cc2)n[nH]1	10	-89	-38	6	.	-1	6	9
Cc1cc(C)n(CC(=O)NNC(=O)CCNC(=O)c2ccccc2Cl)n1	2	-9	9	-2	-1	.	.	-2
O=C(NCCc1nc2ccccc2[nH]1)C1CCC(=O)N(CCc2cccc(F)c2)C1 (centres undefined)	2	5	-4	9	1	.	0	15
COc1cc(-c2cc(C(=O)OCC(=O)Nc3ccc4c(c3)OCO4)c3ccccc3n2)cc(OC)c1OC	-1	-9	-6	-3	0	.	2	5
Cc1ccc(NC(=O)CCN2C(=O)c3ccccc3S2(=O)=O)cc1F	-1	-55	1	1	0	6	2	4
O=C(Nc1cccc(F)c1)N1CCCCN2[C@H](CO)[C@H](c3ccc(-c4ccncc4)cc3)[C@@H]2C1	-5	-18	-6	-3	0	1	3[16.7 µM]	.
C[C@@H]1CN([C@@H](C)CO)C(=O)c2cc(-c3cccc(F)c3)cnc2O[C@@H]1CN(C)C(=O)c1cnccn1	1	3	0	-4	-10	-2	-1[16.7 µM]	.
COc1ccc2c3c(n(C)c2c1)[C@H](CO)N(C(=O)C1CCCCC1)CC31CN(C(=O)Nc2cccc(F)c2)C1	0	2	-12	6	.	.	.	.
COCC(=O)N(Cc1ccccc1)c1ccccn1	.	.	.	.	-1	2	-1	1
Cc1cccc(N2CCN(S(=O)(=O)c3c(C)[nH]c(C)c3C(=O)N3CCCC3)CC2C)c1 (centres undefined)	2	12	1	-9	2	-1	6	5
CSCCC(NS(=O)(=O)c1ccccc1)C(=O)OC(C)C(=O)Nc1ccc(Cl)cn1 (centres undefined)	4	-18	-2	.	-1	-3	2	10
CCOC(=O)C1CCCN(C(=O)CCCn2nnnc2CN2CCOCC2)C1 (centres undefined)	0	-11	-1	10	-3	-2	0	15
On1c(-c2ccccc2Cl)nc2ccccc21	-1	7	1	-18	.	4	.	2
COc1ccc(OC)c(NC(=O)COC(=O)CCc2nc3ccccc3c(=O)[nH]2)c1	-1	-4	-2	2	0	2	1	4
CCOC(=O)COc1coc(CN2CCN(c3ccc(F)cc3)CC2)cc1=O	4	-4	-3	6	-2	1	-6	-1
CO[C@@H]1CN(C)C(=O)c2cc(NS(=O)(=O)c3cccc(F)c3)ccc2OC[C@@H](C)N(C(=O)Cc2cccnc2)C[C@H]1C	3	18	10	8	33	1	.	-39
CCn1cc([N+](=O)[O-])c(C(=O)Nc2ccc(Cn3nc(C)cc3C)cc2)n1	1	.	6	-1	.	4	3	.
CCNc1nc(NCC)n2c(SCC(=O)Nc3cc(Cl)ccc3OC)nnc2n1	4	-1	-5	-3	0	6	-6	0
CC(OC(=O)c1cc(O)c2ccccc2c1O)C(=O)Nc1ccc(C(N)=O)cc1 (centres undefined)	83*	56	15	6	-3	10	12	12
CCCCNc1c(-c2ccc(OC)c(Sc3ccc(OC)cc3)c2)nc2ccc(Cl)cn12	-3	7	2	-34	3	-5	10	17
COc1ccc(-c2ccc([C@@H]3[C@@H](CO)N4CCCCN(C(=O)NC(C)C)C[C@H]34)cc2)cc1	-1	16	-4	-22	0	0	0[16.7 µM]	.

# Source: PubChem
